PI5P4K alpha inh – blocks human PI5P4K alpha kinase activity. P48426. PI5P4Kalpha enzyme, ADP-Glo luminescence, 60 min; stronger effect = lower value. max response, %. 330,000 tested, 1.2% active. AID 652105; active = max response of -50% or lower; inconclusive = between -30% and -50%; inactive = -30% or higher; note: value at the top dose of about 77 µM; % is set by controls: 0 for no effect and ±100 for the full control effect
Target sequence (P48426 whole entry, looked up): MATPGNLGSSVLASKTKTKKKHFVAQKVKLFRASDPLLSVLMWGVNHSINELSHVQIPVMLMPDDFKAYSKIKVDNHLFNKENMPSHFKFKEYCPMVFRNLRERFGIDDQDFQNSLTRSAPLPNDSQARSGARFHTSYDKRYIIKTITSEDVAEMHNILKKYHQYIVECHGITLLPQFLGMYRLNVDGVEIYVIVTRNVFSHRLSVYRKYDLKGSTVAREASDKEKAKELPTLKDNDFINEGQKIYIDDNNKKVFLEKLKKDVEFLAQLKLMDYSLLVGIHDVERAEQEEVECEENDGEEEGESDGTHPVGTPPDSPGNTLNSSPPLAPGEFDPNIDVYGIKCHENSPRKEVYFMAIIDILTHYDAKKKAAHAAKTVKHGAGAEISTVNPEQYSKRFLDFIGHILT
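PI5P4Kalpha ADP-Glo assay; 5 microM ATP final; 60 min RT reaction; HEPES pH 7.4/EGTA/CHAPS, 5% DMSO; controls lacking substrate or enzyme; luminescent end-point.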
HEK293 tox – cytotoxic in the GLP-1 receptor inverse agonist counter-screen; HEK293 cAMP-luciferase reporter cells, luminescence, 24 h; Potency, µM (highest dose often 38.3 µM), without a hit: at the top dose activity change, negative = inhibition, most hits filed as inhibitors; 410,000 tested, 0.13% active; AID 624418;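 note: loss of luciferase light is scored as toxicity; potency is the fitted concentration of half-maximal effect; % is set by controls: 0 for no effect and ±100 for the full control effect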
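1536-well qHTS counterscreen of the MLSMR; 200 cells/uL, 12 h pre-incubation, 23 nL cpd, 24 h at 37 deg C 5% CO2, luciferase detection reagent, 12 min RT, luminescence. Inhibition = undesired.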
EPAC1 agonist – agonists of human EPAC1; AID 720707; Potency, µM (highest dose often 154 µM), inactives show at the highest dose activation, hits mostly activators; EPAC1 agonist qHTS, biochemical assay; response scale: 100% = response to 6.5 mM cAMP; 360,000 tested, 0.073% active; note: potency is the fitted concentration of half-maximal effect; nearly all actives have a fitted effect of over 60% in size
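Normalized to 6.5 mM cAMP, activity reflects EPAC1-catalysed release of BODIPY-GDP from Rap1B, followed kinetically over 30 min at 480 nm excitation, 540 nm emission. Reaction contained 100 nM EPAC1, 250 nM Rap1B-BODIPY-GDP, 50 uM GDP.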
PTHR1 agonist – PTHR1 (human) receptor agonism; Potency, µM (highest dose often 115 µM), inactives show at the highest dose activation, actives largely listed as activators; HEK293 GP2 PTHR1 cells, GloSensor cAMP luminescence, 1 h; 410,000 tested, 0.075% active; Q03431; note: potency is the fitted concentration of half-maximal effect; nearly all actives have a fitted effect of over 55% in size; some results filed as inactive show a strong effect at the top dose; inactives centre near -15; many of its hits are not listed in these tables
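HEK-293-derived GP2 cells expressing PTHR1 and a GloSensor cAMP reporter, 3,000/well, plated overnight, given luciferin plus IBMX (each 0.5 mM as added) for 1 h at 37 °C, then compound for 1 h at 37 °C. Luminescence was read after 15 min at room temperature.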
GLP-1R agonist – agonists of human GLP-1 receptor; 380,000 tested, 0.007% active; P43220; Potency, µM (titrated, usually from 45.6 µM), for the others: at the top dose activation, most hits filed as activators; HEK293 GLP-1R CRE-luciferase, luminescence, 4-6 h; cells express a hypersensitive GLP-1R form; AID 624172; note: potency is the fitted concentration of half-maximal effect; % of control where 0% means no effect
Target sequence (P43220 whole entry, looked up): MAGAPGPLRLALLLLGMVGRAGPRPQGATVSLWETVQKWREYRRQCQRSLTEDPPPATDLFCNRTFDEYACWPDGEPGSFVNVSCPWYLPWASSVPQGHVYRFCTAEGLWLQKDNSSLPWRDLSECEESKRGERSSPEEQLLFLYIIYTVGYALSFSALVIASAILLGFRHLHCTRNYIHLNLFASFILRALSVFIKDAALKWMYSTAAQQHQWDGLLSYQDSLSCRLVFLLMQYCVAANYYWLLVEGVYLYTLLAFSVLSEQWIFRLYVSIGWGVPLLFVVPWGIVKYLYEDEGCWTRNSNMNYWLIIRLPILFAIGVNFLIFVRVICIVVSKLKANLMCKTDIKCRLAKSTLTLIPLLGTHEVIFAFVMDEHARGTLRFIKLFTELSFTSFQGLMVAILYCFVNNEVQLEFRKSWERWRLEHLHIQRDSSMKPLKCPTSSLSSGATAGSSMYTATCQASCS
EPAC1 antag – blocks human EPAC1 exchange factor; O95398; 360,000 tested, 0.14% active; AID 720709; EPAC1 GEF assay, Rap1b-BODIPY-GDP exchange fluorescence; Potency, µM (titrated, usually from 115 µM), inactives show at the top dose activity change, negative = inhibition, most hits filed as inhibitors;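 note: potency is the fitted concentration of half-maximal effect; plate controls were vehicle for no effect and positive control for full effect; nearly all actives have a fitted effect of over 50% in size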
PLK1 PBD inh – blocks phosphopeptide binding to human PLK1 polo-box domain | P53350 | Plk1 PBD binding of FITC phosphopeptide, fluorescence polarization | Potency, µM, for the others: max response, negative = inhibition, hits mostly inhibitors | 360,000 tested, 2.8% active; note: potency is the fitted concentration of half-maximal effect; series mostly up to about 57 µM; % is set by controls: 0 for no effect and ±100 for the full control effect; nearly all actives have a fitted effect of over 65% in size
GLP1R inv ag – acts as inverse agonist at human GLP-1 receptor; 410,000 tested, 1.6% active; HEK293 GLP-1R CRE-luciferase, luminescence, 24 h; GLP-1R form is constitutively active; P43220; Potency, µM (top dose mostly 38.3 µM), for inactives: at the top dose activity change, negative = inhibition, usual class: inhibitors; note: potency is the fitted concentration of half-maximal effect; % is set by controls: 0 for no effect and ±100 for the full control effect; nearly all actives have a fitted effect of over 55% in size
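Stable HEK293 clone (constitutively active GLP-1R + cAMP-response luciferase); 200 cells/uL plated, 12 h pre-culture, compound 24 hr, 37 deg C/5% CO2; detection reagent 12 min RT; luminescence.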
IL-2 act – activators of IL-2; activation, % (series mostly up to about 46 µM); IL-2 activation reporter assay, cell-based qHTS; stimulated with anti-CD3/CD4/CD28 beads; in transgenic mouse T cells; 360,000 tested, 0.065% active; in the data active = activation above about 50%; inconclusive = mostly about 30% to 49%; note: 0% is about no effect
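Quantitative HTS in unstimulated transgenic mouse T cells, with memory T cells as non-tolerant control and PMA/ionomycin as tolerance-bypass control. Compound pretreatment lasted 60 minutes before 18 h bead stimulation; EGFP/DsRed fluorescence read.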
Active calls of the source: *; i = inactive; ? = inconclusive; nt = not tested or not shown; & = joins results of further samples; [ ] = another dose, or the depositor's remark. Unless noted, calls come from the whole dose curve; as a rule, active = well fitted curve in the direction sought with a large enough effect; inconclusive = small, poorly fitted or top-dose-only effect, or another doubt; inactive = no such curve, though single readings can be large; an effect the other way counts as inactive or inconclusive. Some of the compounds tested; count on the stated rates, not on these rows.

compound	PI5P4K alpha inh	HEK293 tox	EPAC1 agonist	PTHR1 agonist	GLP-1R agonist	EPAC1 antag	PLK1 PBD inh	GLP1R inv ag	IL-2 act
C=C(c1ccccc1C)[n+]1ccccc1	-5	-9%	3%	-55%[inhibitor]	-27%	5%	-7%	2%	2.2
COc1ccc(NC(=O)CN(C)C(=O)CNC(=O)c2cccs2)cc1	-7	6%	15%	-15%	-8%	-17%	-8%	15%	-1.2
NC(=O)N/N=C(/CCCCCC/C(=N\NC(N)=O)c1ccccc1)c1ccccc1	0	-18%	-3%	i	13%	3%	2%	?	0.6
Cc1cc(Cl)c(C)c(S(=O)(=O)N2CCN(CC(=O)N3CCOCC3)CC2)c1Cl	1	-14%	2%	-24%	-1%	11%	-14%	-24%	1.2
Nc1nonc1C(=O)N/N=C/c1ccc(-c2ccc(Cl)c(C(=O)O)c2)o1	-24	-3%[7.66 µM]	2%	i	-2%	-12%	-12%	9%[7.66 µM]	2.0
CN(Cc1ccccc1Cl)C(=O)C1CC(=O)N(c2ccc3c(c2)OCCO3)C1 (configuration not stated)	5	4%	-1%	-10%	9%	-26%	-13%	-14%	-3.0
O=C(O)c1cc2ccccc2c2cc(Br)ccc12	-4	-4%	6%	-22%	-5%	0%	-7%	6%	0.4
CCOc1ccc(CCNC(=O)c2ccc(CS(=O)Cc3ccc(Cl)cc3)o2)cc1 (configuration not stated)	3	-13%&15%	-11%	-32%&-6%[inhibitor]	-1%	18%	-6%	?	-3.6
CCCSCCCNC(=O)c1ccc(NC(=O)C2=CSCCO2)cc1	-2	-4%	0%	i	6%	13%	-7%	-5%	-1.0
COc1ccc(CCNC(=O)CCCn2c(=O)c3ccccc3n(Cc3ccc(C)cc3)c2=O)cc1OC	nt	7%	nt	-18%	0%	nt	nt	12%	nt
CC(C)=CCC[C@H](C)C[C@@H]1Cc2[nH][nH]c(=O)c2[C@H](c2ccc(Cl)cc2)O1	-11	1%	-24%	-6%	6%	?	-2%	?	-0.7
O=C(OC1CCOC1=O)C1CCN(S(=O)(=O)c2ccccc2)CC1 (configuration not stated)	0	-44%	-2%	i	-3%	15%	3%	3%	-0.7
COc1ccc(CC(=O)NCC(=O)N=Nc2c(O)[nH]c3ccccc23)cc1	0	-7%	-6%	i	0%	-18%	2%	5%	-2.1
CC(C)[C@H](NC(=O)c1ccco1)C(=O)NCc1ccccc1	-11	0%	6%	i	5%	9%	-8%	11%	0.2
C=C1[C@@H](OC(C)=O)CC[C@]2(C)[C@@H]1C[C@@H]1C[C@H](OC(C)=O)C(C)=C([C@@H](OC(C)=O)[C@@H]2OC(C)=O)C1(C)C	-7	-5%	-1%	-13%	-3%	-12%	0%	?	0.2
COCCn1c(=NC(=O)c2ccc(S(=O)(=O)N3CCCc4ccccc43)cc2)sc2cc(S(C)(=O)=O)ccc21	2	4%	-1%	i	1%	4%	-3%	14%	-0.3
Cc1ccc(S(=O)(=O)NCCC(=O)OCC(=O)Nc2cccc(S(=O)(=O)NC3=NCCCCC3)c2)cc1	3	18%	-1%	i	5%	10%	-24%	12%	-0.3
Cn1c(O)c(C(C#N)=C2N=c3ccccc3=N2)c2ccccc21	6	-13%	7%	-10%	-8%	8%	-4%	1%	1.0
O=C(Nc1ccncc1)C1CC(=O)N(c2ccccc2)C1 (configuration not stated)	-7	0%	-3%	i	-1%	-12%	?	3%	1.7
Cc1cc(C)c2c(=O)n(CC(=O)Nc3ccc(Cl)cc3)sc2n1	-64*	-9%	10%	-14%	-2%	-1%	1.3µM*	8%	-3.7
Cn1cnnc1SCC(=O)Nc1cc(S(=O)(=O)N2CCCCCC2)ccc1Cl	-4	3%	-4%	i	16%	2%	5%	14%	0.1
Cc1cc(C)c(S(=O)(=O)NCc2cccnc2)cc1C	1	2%	11%	-4%	-2%	-12%	-9%	-5%	-1.0
O=C(CSc1nc2c([nH]c3ccccc32)c(=O)n1-c1cccc(Cl)c1)c1ccccc1	nt	0%	nt	i	0%	nt	nt	4%	nt
Cn1nc([N+](=O)[O-])nc1Oc1ccc2ccccc2c1	nt	-6%	0%	-28%	3%	1%	0%	0%	-2.0

Exported as labelled records: entries from further up.
C=C(c1ccccc1C)[n+]1ccccc1
  PI5P4K alpha inh = -5	HEK293 tox = -9%	EPAC1 agonist = 3%	PTHR1 agonist = -55%[inhibitor]	GLP-1R agonist = -27%	EPAC1 antag = 5%	PLK1 PBD inh = -7%	GLP1R inv ag = 2%	IL-2 act = 2.2

COc1ccc(NC(=O)CN(C)C(=O)CNC(=O)c2cccs2)cc1
  PI5P4K alpha inh = -7	HEK293 tox = 6%	EPAC1 agonist = 15%	PTHR1 agonist = -15%	GLP-1R agonist = -8%	EPAC1 antag = -17%	PLK1 PBD inh = -8%	GLP1R inv ag = 15%	IL-2 act = -1.2

NC(=O)N/N=C(/CCCCCC/C(=N\NC(N)=O)c1ccccc1)c1ccccc1
  PI5P4K alpha inh = 0	HEK293 tox = -18%	EPAC1 agonist = -3%	PTHR1 agonist = i	GLP-1R agonist = 13%	EPAC1 antag = 3%	PLK1 PBD inh = 2%	GLP1R inv ag = ?	IL-2 act = 0.6

Cc1cc(Cl)c(C)c(S(=O)(=O)N2CCN(CC(=O)N3CCOCC3)CC2)c1Cl
  PI5P4K alpha inh = 1	HEK293 tox = -14%	EPAC1 agonist = 2%	PTHR1 agonist = -24%	GLP-1R agonist = -1%	EPAC1 antag = 11%	PLK1 PBD inh = -14%	GLP1R inv ag = -24%	IL-2 act = 1.2

One compound at a time, from the list above.
Cn1c(O)c(C(C#N)=C2N=c3ccccc3=N2)c2ccccc21 as listed: PI5P4K alpha inh: 6; HEK293 tox: -13%; EPAC1 agonist: 7%; PTHR1 agonist: -10%; GLP-1R agonist: -8%; EPAC1 antag: 8%; PLK1 PBD inh: -4%; GLP1R inv ag: 1%; IL-2 act: 1.0
Cc1cc(C)c2c(=O)n(CC(=O)Nc3ccc(Cl)cc3)sc2n1 as listed: PI5P4K alpha inh: -64*; HEK293 tox: -9%; EPAC1 agonist: 10%; PTHR1 agonist: -14%; GLP-1R agonist: -2%; EPAC1 antag: -1%; PLK1 PBD inh: 1.3µM*; GLP1R inv ag: 8%; IL-2 act: -3.7
Nc1nonc1C(=O)N/N=C/c1ccc(-c2ccc(Cl)c(C(=O)O)c2)o1 as listed: PI5P4K alpha inh: -24; HEK293 tox: -3%[7.66 µM]; EPAC1 agonist: 2%; PTHR1 agonist: i; GLP-1R agonist: -2%; EPAC1 antag: -12%; PLK1 PBD inh: -12%; GLP1R inv ag: 9%[7.66 µM]; IL-2 act: 2.0

Assay outcomes: PubChem BioAssay, National Center for Advancing Translational Sciences (NCATS)
